GalR3 antag: GalR3 antagonists in HEK293 cells, primary screen, cell-based, fluorescence readout; 0.44% of 360,000 active; Galanin receptor type 3 (Homo sapiens), O60755; AID 651719, 2012; inhibition, % at 3 µM; HEK293 GalR3-CNG cAMP membrane potential fluorescence; galR3 body fused to GalR1 C-terminus;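 active = inhibition above the screen-wide average plus 3 SD, cut at about 13% in these data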;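 note: forskolin and galanin both at EC90 stimulate the cells; cAMP rise reported by CNG channel membrane potential dye signal; 0% = forskolin plus galanin with DMSO and 100% = forskolin alone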
MEKK3 PB1 HTS: modulators of MEKK3-MEK5 PB1 binding, primary screen, biochemical, wildtype MEKK3, multiplex bead flow cytometry, Alexa488-MEK5; binding response (% of control), % at 10 µM; AID 1529, 2009; 1.4% of 290,000 active; bead-based flow cytometry, Alexa488-MEK5 binding to MEKK3; actives lie on both sides; 0 = blocked by unlabeled MEK5, 100 = vehicle; Mitogen-activated protein kinase kinase kinase 3 (Homo sapiens), Q99759;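 active = binding response more than 3 SD above or below the average of its plate-row segment, actives on both sides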;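 note: Alexa488 bead fluorescence after subtracting the streptavidin-only scavenger bead signal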
Target sequence (Q99759 whole entry, looked up): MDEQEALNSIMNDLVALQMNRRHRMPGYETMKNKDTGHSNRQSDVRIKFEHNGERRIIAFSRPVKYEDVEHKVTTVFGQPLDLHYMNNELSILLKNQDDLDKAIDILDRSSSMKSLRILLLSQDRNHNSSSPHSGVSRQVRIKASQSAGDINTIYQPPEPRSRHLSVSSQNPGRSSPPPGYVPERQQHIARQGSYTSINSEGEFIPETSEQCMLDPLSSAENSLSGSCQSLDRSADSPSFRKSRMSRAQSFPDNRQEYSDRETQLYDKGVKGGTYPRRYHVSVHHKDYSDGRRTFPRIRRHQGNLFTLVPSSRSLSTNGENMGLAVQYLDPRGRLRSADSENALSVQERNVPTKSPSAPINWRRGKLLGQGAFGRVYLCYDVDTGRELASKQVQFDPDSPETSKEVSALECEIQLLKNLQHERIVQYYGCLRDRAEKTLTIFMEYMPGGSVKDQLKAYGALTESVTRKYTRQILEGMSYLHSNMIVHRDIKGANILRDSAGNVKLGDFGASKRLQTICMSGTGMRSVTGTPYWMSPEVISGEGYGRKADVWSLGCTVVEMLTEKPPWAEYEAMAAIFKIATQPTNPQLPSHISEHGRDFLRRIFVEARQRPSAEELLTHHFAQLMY
MEKK2 mut-MEK5: MEK5 binding signal on mutant MEKK2 PB1, primary screen, biochemical, multiplex bead flow cytometry, Alexa488-MEK5; Alexa488-MEK5 binding to MEKK2 mutant; percent response, % at 10 µM; 0.35% of 290,000 active; AID 1530, 2009; in the data active = percent response above about 24%, passing the limit was not always enough; note: inactives centre near 1; some results filed as inactive read as strong as hits; reference of the scale not given here
NS3 helicase inh: inhibitors of HCV NS3 helicase, primary screen, biochemical, Cy5 molecular beacon fluorescence. inhibition, % at 10.9 µM. 0.56% of 290,000 active. Hepatitis C virus NS3 helicase. NS3 helicase DNA unwinding. AID 1800, 2009;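 active = inhibition above the mean of all tested compounds plus 3 SD, set per campaign, cut at about 35% in these data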;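 note: 0% = DMSO wells and 100% = thioflavine S control wells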
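Assay system: hepatitis C virus NS3 helicase domain fragment enzyme. Also added: annealed dual-labelled DNA beacon duplex, ATP-started. Timing: 1 h reaction at 25 °C, ATP-initiated. Technique: Cy5 fluorescence at 0 and 60 min, beacon hairpin quenching. Evaluation: % inhibition of unwinding. Replication: one well per compound.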
CRFBP-R2 block: antagonists of CRF-BP/CRF-R2 complex, primary screen, cell-based, HEK293, calcium dye fluorescence, uHTS | CRF-induced calcium fluorescence | inhibition, % at 11.8 µM | 0.59% of 350,000 active;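 active = inhibition of the ligand-induced calcium signal above about 50% at the single tested concentration, limit read from the data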
MEKK2 WT-MEK5: modulators of MEK5 binding to wildtype MEKK2, primary screen, biochemical, multiplex bead flow cytometry, Alexa488-MEK5; Mitogen-activated protein kinase kinase kinase 2 (Homo sapiens), Q9Y2U5; Alexa488-MEK5 binding to MEKK2 WT; actives lie on both sides; binding response (% of control), % at 10 µM; 1.1% of 290,000 active; AID 1531, 2009; in the data active = binding response below about 67% or above about 130%
CRFBP-R2 agonist: agonists of CRF-BP/CRF-R2 complex, primary screen, cell-based, HEK293, calcium dye fluorescence, uHTS; CRF-binding protein / CRF receptor 2 complex (human); calcium dye fluorescence (FLIPR); percent of saturating CRF peptide response; activation, % at 13.2 µM; 0.46% of 350,000 active;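 active = activation of at least 50%, plus an integration ratio under a set limit after plate pattern correction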;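 note: plate controls were neutral control wells without compound for no effect and CRF at EC100 for full effect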
SUMO HTRF inh: inhibitors of in vitro SUMOylation cascade, primary screen, biochemical, HTRF, uHTS | SUMO-conjugating enzyme UBC9 (Homo sapiens), P63279 | HTRF SUMOylation assay, SAE1/SAE2 + UBC9 | inhibition, % at 35 µM | 0.36% of 290,000 active | AID 2006, 2009; in the data active = inhibition above about 50%, passing the limit was not always enough; note: strong numbers were not always called active
Target sequence (P63279 whole entry, looked up): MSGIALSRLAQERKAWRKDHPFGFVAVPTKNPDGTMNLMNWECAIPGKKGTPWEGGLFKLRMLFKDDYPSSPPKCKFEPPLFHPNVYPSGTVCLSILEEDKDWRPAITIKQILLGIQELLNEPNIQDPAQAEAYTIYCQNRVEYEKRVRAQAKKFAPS
DNA FID counter: compounds displacing fluorescent DNA intercalator, primary screen, artefact control for HCV NS3 helicase inhibitor project, biochemical, FID fluorescence | DNA fluorescent intercalator displacement | inhibition, % at 7.9 µM | 0.17% of 290,000 active | AID 1845, 2009; in the data active = inhibition above about 37%;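 note: 0% = vehicle and 100% = reference compound; higher means more ethidium bromide displaced from hairpin DNA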
* hit, by the source's call; x = not tested or not shown.

SMILES	GalR3 antag	MEKK3 PB1 HTS	MEKK2 mut-MEK5	NS3 helicase inh	CRFBP-R2 block	MEKK2 WT-MEK5	CRFBP-R2 agonist	SUMO HTRF inh	DNA FID counter
COCc1cccc(NC(=O)CCc2ccccc2)c1	-3	102	5	2	-2	103	-0.5	-13	-6
COC(CNC(=O)c1cn(C)c2ccc(S(=O)(=O)N3CCOCC3)cc2c1=O)OC	-3	102	3	1	9	102	-0.7	12	-9
O=C(NCC1CCCO1)c1cc(-c2ccco2)nc2ccccc12 (stereo not drawn)	-1	106	7	6	-9	101	-1.0	25	-9
C[C@H]([C@H](O)c1ccccc1)N(C)C(=O)CN	1	100	0	10	8	107	0.6	-17	-6
O=C(Nc1ccc(-c2csc(-c3ccccc3)n2)cc1)c1ccccc1Cl	-7	102	-1	4	-15	102	4.4	7	0
O=C(O)CCN1C(=O)/C(=C\c2cccc(OCc3ccccc3)c2)SC1=S	-8	102	0	-4	8	98	-1.1	15	-7
Cc1nc2ccc(NS(=O)(=O)c3ccc(F)c(C)c3)cc2[nH]1	-13	106	6	2	20	110	0.2	8	3
COc1cccc(-c2cc(C(=O)Nc3ccccc3SC)no2)c1	-4	105	5	0	16	103	1.6	17	1
CC(C)C[C@@H](NC(=O)C1CCC(CNC(=O)[C@H](Cc2ccccc2)NC(=O)OC(C)(C)C)CC1)C(=O)O (stereo partly drawn)	-11	94	-5	16	11	97	0.1	-7	-35
Cc1ccc(/C=N/n2c(-c3ccncc3)n[nH]c2=S)o1	-2	98	-2	-1	32	98	-1.2	15	-7
N#CCN1CCN(CC(=O)Nc2ccc(OCc3ccccc3)cc2)CC1	-5	103	4	-10	15	114	-1.1	2	9
Cc1c2cnn(CC(=O)NCCCN3CC(C)CC(C)C3)c(=O)c2c(C)n1Cc1ccccc1Cl (stereo not drawn)	-9	102	2	-18	-10	107	1.6	-8	30
COC(=O)c1cccc(Nc2ncnc3ccc(C)cc23)c1	-12	103	2	-1	-10	104	-1.2	3	-7
O=C(Nc1c2c(nn1-c1ccccc1)CS(=O)(=O)C2)c1cc2ccccc2o1	-4	95	-6	1	-12	96	-1.0	-3	-22
COc1ccc(NC(=O)c2c(C)nn(-c3ccccc3)c2Cl)cc1	-8	110	7	7	20	111	-1.3	-13	-20
CCOC(=O)c1[nH]c2ccc(F)cc2c1NC(=O)CN1CCN(C/C=C/c2ccccc2)CC1	-3	x	x	-34	-17	x	0.1	-10	8
CCc1nc2ccccc2n1CC1CC1(Cl)Cl (stereo not drawn)	-1	105	6	4	-4	105	-1.4	18	0
COc1cc(NC(=S)Nc2ccc(S(=O)(=O)N3CCOCC3)cc2)cc(OC)c1OC	-5	97	0	2	-6	95	0.4	20	1
Cc1cccc(CCNC(=O)c2nnc(Cc3ccc(Cl)cc3)o2)c1	0	102	-3	-4	6	96	-0.5	3	-8
COC(=O)C1C(c2ccccc2)C(C(=O)OCc2ccco2)C1c1ccccc1 (stereo not drawn)	x	112	3	6	59*	101	1.5	-6	-9
Cc1ccc(N2C(=O)CC(NNc3nc4ccccc4s3)C2=O)cc1 (stereo not drawn)	-3	112	5	3	3	107	-3.6	5	-7
CC1(C)CC(=O)C2=C(C1)NC(=O)NC2c1ccccc1 (stereo not drawn)	1	104	-2	4	10	92	-3.0	5	-13
O=C(NNc1ccccc1F)c1ccccc1	-6	95	-5	2	-11	97	-1.2	7	-1
c1ccc(-c2cn(-c3ccccc3)c3[n+]2CCCS3)cc1	3	97	2	-5	8	96	-1.2	10	-1
O=C(/C=C/c1ccccc1)NC(=S)NNS(=O)(=O)c1ccccc1	-1	109	0	2	-25	99	0.3	-34	-9
SMILES	GalR3 antag	MEKK3 PB1 HTS	MEKK2 mut-MEK5	NS3 helicase inh	CRFBP-R2 block	MEKK2 WT-MEK5	CRFBP-R2 agonist	SUMO HTRF inh	DNA FID counter
O=C1c2ccccc2C(=O)C1c1ccncc1	2	100	4	9	1	106	-1.9	8	-1
Nc1ccc(C(=O)Oc2ccc([N+](=O)[O-])cc2)c(O)c1	x	112	11	10	x	92	x	-9	1
O=C(CSc1ccc(F)cc1)N1CCN(S(=O)(=O)c2ccccc2)CC1	-2	94	-3	-1	3	99	-0.4	19	-16
COc1ccc2oc(C(=O)OCC(=O)Nc3ccccc3)c(C)c2c1	3	98	1	-3	-4	96	-0.5	12	-15
CCc1ccc(CNC(=O)C2CCCN(c3nn4c(=O)cc(C)nc4s3)C2)cc1 (stereo not drawn)	x	103	7	13	19	104	-0.3	7	-33
O=C(NNC(=O)c1ccco1)c1ccccc1	-3	122	0	0	-15	106	0.8	5	-1
CCOC(=O)c1cc(NC(=O)c2ccc(C)cc2)c(=O)oc1C(F)(F)F	0	109	4	2	-14	104	-0.1	12	-5
O=C(COc1ccccc1)N1CCN(C(=O)c2ccc([N+](=O)[O-])cc2)CC1	-4	102	2	9	11	103	0.3	5	-11
COc1cccc(CN2CCNC(=O)C2CC(=O)NCCN2CCOCC2)c1OC (stereo not drawn)	6	99	6	-16	0	109	-1.4	8	-7
COC(=O)Cc1c(O)ccn(Cc2cccc3ccccc23)c1=O	-1	103	0	3	-4	103	-0.3	21	-6
Nc1c(Cl)cc(NC(=O)c2ccccc2C(=O)O)cc1Br	3	100	-1	-8	-20	101	2.8	86	6
O=c1cc(O)n(-c2ccc(Cl)cc2)c(=S)[nH]1	-2	104	4	13	26	103	-1.2	21	-5
O=C(N/N=C\c1ccc(S(=O)(=O)O)o1)c1ccc2c(c1)OCO2	-3	101	3	-5	3	103	-0.3	5	1
CCCCn1nc(NC(=O)CCC)c2cc3cc(OC)ccc3nc21	-10	98	-2	-7	-9	101	-0.5	-6	-23
COC(=O)c1ccc(C2C(C(=O)c3cc4ccccc4o3)=C(O)C(=O)N2c2cc(C)on2)cc1 (stereo not drawn)	3	98	-2	51*	6	97	31	2	-23
O=C(Nc1ccc(F)cc1F)c1sccc1SCc1cccc(C(F)(F)F)c1	-6	x	x	-14	4	x	5.5	-5	-1
Cc1cc(N2CCOCC2)ccc1/C=C1\SC(=O)N(C(C)C)C1=O	3	101	-2	-1	-35	97	1.5	-6	-6
COc1ccc(-c2cc(C(=O)Nc3cc(C)on3)no2)cc1OC	-5	101	-3	-14	13	98	-1.1	16	-3
Cc1ccc(/C=c2\sc3nc(-c4cccnc4)nn3c2=O)cc1	-3	x	x	13	-22	x	1.3	2	-27
O=C1C=C(NNC(=O)c2ccncc2)CC(c2ccccc2)C1 (stereo not drawn)	-4	107	3	16	-10	104	6.7	22	-10
CCn1cnc2cc(NCc3ccncc3)ccc21	-1	103	1	-6	-40	106	0.6	19	-2
O=C(CCCCCCN1C(=O)c2ccccc2C1=O)NC1CCCCC1	-1	99	2	10	6	97	-3.6	-32	-5
Cc1nnc2c(NCC(C)c3ccccc3)nc3ccccc3n12 (stereo not drawn)	-7	103	4	-2	10	102	-0.3	-2	-31
Cc1cccc(OCC(=O)N/N=C/c2sc(=O)n(Cc3cccc(C(=O)O)c3)c2Cl)c1	-5	98	-8	-4	9	97	-0.2	27	-27
CCOC(=O)C1=C(CN2CCN(C(=O)c3ccco3)CC2)NC(=O)NC1c1ccc(F)cc1 (stereo not drawn)	-9	102	4	5	-7	103	0.1	0	-47

An excerpt from above with just CRFBP-R2 agonist.
smiles	CRFBP-R2 agonist
COC(=O)Cc1c(O)ccn(Cc2cccc3ccccc23)c1=O	-0.3
Cc1cccc(OCC(=O)N/N=C/c2sc(=O)n(Cc3cccc(C(=O)O)c3)c2Cl)c1	-0.2

(more compounds)
SMILES	GalR3 antag	MEKK3 PB1 HTS	MEKK2 mut-MEK5	NS3 helicase inh	CRFBP-R2 block	MEKK2 WT-MEK5	CRFBP-R2 agonist	SUMO HTRF inh	DNA FID counter
CNC(=O)COc1ccc(S(=O)(=O)Nc2ccc(C)cc2)cc1	7	110	8	-4	2	108	-0.2	6	-6
O=C(CSc1nccn1-c1cccc(Cl)c1)NC1CCCC1	1	99	4	5	1	99	-3.5	5	-18
CC(C)CC(=O)NC(NC(=S)Nc1sc2c(c1C#N)CCCC2)C(Cl)(Cl)Cl (stereo not drawn)	0	97	-2	11	18	95	19	19	-6
Cc1ccc(N(C(=O)c2csnn2)C(C(=O)NC2CCCC2)c2ccncc2)c(C)c1 (stereo not drawn)	-6	96	-4	39*	4	101	1.1	1	-22
COc1cc(/C=C2\C(=O)ON=C2c2ccccc2)cc(OC)c1OC	-6	97	-7	-1	-10	95	-0.7	9	4
O=C(CSC(=S)N1CCCCC1)c1ccccc1	-1	101	-8	0	-13	102	-1.7	16	-9
CCOC(=O)c1ccc(Nc2nc(-c3cccnc3)nc3ccccc23)cc1	-2	103	15	-41	-11	111	0.7	21	-8
COc1ccc(CNC(=O)Cn2nc(C(F)(F)F)cc2C)cc1	-5	96	-11	1	8	85	-1.8	8	7
O=C(CCS(=O)(=O)c1ccc(Br)cc1)Nc1ccccc1Cl	-9	103	3	-7	4	102	-0.7	-6	-19
COc1nc(OC)nc(N2CCC(NC(=O)C(Cc3cccc(OC)c3OC)NC(C)=O)CC2)n1 (stereo not drawn)	-1	98	1	2	14	103	0.5	-3	-37
O=C(Cn1ncc2c([nH]c3ccccc32)c1=O)NCCCN1CCN(c2ccccc2)CC1	-3	97	4	-18	-6	113	0.0	20	16
CCCCOc1ccc(/C(O)=C(\C#N)c2nc3ccccc3[nH]2)cc1	-7	108	5	-1	-5	106	-0.3	15	-5
COc1ccc(Cl)cc1C(=O)Nc1cc(=O)n(C)c(=O)n1C	2	99	8	x	14	93	-1.0	15	x
O=C(Nc1cccn(Cc2ccccc2Cl)c1=O)NC1CCCCC1	-1	104	-7	-7	6	91	-3.6	-6	-21
Cc1ccc(-n2c(CNc3ccc(F)cc3)nnc2SCC(=O)N2CCOCC2)cc1	-3	102	6	2	-1	106	0.6	6	-26
O=C1Nc2ccccc2/C1=C/c1ccccc1Cl	-10	99	1	-8	-42	99	-0.6	4	-9
CCc1nnc(NC(=O)CSc2nnc(-c3ccc(S(=O)(=O)N4CCCC4)cc3)n2CC)s1	-4	97	2	3	6	98	0.4	11	-7
O=C(O)c1ccc(N/N=C/c2ccncc2)cc1	-10	108	8	6	0	106	-0.7	13	-2
Cc1cc(Cl)c(S(=O)(=O)N2CCSCC2)cc1OCC(=O)NC1CCCCC1	-5	102	3	-3	5	102	0.5	6	-13

Bioassay records: PubChem BioAssay, several laboratories

This is a subset; count on the stated rates, not on these rows.
